Screening data: PubChem BioAssay, several laboratories
TcdB GH inh: TcdB glycohydrolase inhibition | P18177 | TcdB glycohydrolase enzymatic assay, plate reader | inhibition, % at 9.99 µM | hit rate 0.24% among 350,000; in the data active = inhibition above about 10%
Target sequence (P18177 whole entry, looked up): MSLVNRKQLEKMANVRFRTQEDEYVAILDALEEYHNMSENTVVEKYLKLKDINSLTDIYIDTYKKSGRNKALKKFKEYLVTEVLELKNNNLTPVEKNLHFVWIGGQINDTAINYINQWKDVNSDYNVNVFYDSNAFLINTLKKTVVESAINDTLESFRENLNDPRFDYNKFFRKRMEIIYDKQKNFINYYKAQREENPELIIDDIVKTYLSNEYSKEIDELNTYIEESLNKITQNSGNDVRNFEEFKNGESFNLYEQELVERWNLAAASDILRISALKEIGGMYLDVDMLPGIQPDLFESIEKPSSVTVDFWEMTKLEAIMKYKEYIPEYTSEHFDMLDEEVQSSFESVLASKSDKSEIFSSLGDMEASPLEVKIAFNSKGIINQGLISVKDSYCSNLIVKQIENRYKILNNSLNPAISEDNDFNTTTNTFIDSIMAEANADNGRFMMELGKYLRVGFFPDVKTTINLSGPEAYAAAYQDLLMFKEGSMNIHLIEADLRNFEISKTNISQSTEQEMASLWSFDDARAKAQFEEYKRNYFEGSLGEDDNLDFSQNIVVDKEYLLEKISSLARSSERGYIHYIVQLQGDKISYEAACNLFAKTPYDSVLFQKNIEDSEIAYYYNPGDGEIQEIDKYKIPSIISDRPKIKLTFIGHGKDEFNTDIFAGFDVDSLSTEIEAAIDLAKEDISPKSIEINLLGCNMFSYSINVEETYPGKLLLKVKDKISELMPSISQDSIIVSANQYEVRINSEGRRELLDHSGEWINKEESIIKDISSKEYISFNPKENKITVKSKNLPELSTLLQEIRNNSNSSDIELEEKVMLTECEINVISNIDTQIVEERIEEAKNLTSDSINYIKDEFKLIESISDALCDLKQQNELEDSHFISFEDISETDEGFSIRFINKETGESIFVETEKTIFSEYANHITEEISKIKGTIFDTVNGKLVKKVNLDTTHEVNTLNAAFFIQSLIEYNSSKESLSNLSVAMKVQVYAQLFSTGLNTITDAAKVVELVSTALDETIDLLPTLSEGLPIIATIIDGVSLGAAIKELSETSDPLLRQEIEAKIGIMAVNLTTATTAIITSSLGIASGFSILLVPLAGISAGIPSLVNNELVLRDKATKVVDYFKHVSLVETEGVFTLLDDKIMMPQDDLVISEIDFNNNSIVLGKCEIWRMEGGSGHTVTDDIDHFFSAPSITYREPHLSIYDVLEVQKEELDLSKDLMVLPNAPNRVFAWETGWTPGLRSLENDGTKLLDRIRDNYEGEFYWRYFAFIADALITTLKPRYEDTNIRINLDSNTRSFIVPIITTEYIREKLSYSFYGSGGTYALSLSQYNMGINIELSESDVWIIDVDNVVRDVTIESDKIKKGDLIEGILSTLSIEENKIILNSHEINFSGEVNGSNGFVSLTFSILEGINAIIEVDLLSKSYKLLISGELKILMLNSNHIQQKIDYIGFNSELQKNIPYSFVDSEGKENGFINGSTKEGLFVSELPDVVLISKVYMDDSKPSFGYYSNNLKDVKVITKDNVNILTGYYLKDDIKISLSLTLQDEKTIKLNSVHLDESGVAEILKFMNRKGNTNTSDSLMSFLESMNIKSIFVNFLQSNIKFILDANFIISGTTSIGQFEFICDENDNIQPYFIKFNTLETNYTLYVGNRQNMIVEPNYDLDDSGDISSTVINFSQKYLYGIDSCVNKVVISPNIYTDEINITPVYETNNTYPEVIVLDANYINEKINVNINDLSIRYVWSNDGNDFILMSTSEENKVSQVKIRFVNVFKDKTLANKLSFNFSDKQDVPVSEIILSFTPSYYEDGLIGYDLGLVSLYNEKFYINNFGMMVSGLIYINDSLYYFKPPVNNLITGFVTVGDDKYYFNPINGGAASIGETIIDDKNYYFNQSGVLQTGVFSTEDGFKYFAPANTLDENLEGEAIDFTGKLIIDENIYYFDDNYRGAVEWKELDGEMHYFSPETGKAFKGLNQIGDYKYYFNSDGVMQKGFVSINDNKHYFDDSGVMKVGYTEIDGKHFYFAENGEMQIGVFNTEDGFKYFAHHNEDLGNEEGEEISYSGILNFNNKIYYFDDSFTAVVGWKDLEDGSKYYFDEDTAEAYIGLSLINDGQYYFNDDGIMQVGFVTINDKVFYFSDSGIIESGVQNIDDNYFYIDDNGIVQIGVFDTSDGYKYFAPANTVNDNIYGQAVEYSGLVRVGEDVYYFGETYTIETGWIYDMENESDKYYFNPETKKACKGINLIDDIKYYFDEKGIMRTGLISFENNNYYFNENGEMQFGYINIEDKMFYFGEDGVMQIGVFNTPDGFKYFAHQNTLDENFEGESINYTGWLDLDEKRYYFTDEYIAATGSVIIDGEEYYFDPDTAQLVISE
PrPC surface inh: cell surface PrPC inhibition, primary TR-FRET screen; hit rate 0.43% among 370,000; inhibition, % at 13.8 µM; P04156; TR-FRET read-out; AID 720596; in the data active = inhibition above about 24%; also: 0% = median of the test wells and 100% = reference compound wells
FadD28 binding: inhibitors of Mycobacterium tuberculosis FadD28 bisubstrate binding | FadD28 bisubstrate probe binding, fluorescence polarization | inhibition, % at 12.5 µM | hit rate 0.22% among 360,000 | AID 588549; in the data active = inhibition above about 8.5%, passing the limit was not always enough; inconclusive = no clear call, values can overlap the other calls
Anthrax LF prot: inhibitors of Bacillus anthracis lethal factor protease | P15917 | multiplex microsphere protease cleavage assay, LF | inhibition, % at 10 µM | hit rate 0.12% among 360,000; also: plate controls were buffer without enzyme for full effect and enzyme alone for no effect
PfHsp40 yeast: rescue of PfHsp40-mediated yeast toxicity. AID 504582. S. cerevisiae expressing PfHsp40, growth rescue, ATP luminescence. hit rate 0.68% among 340,000. growth rescue, % at 12.5 µM; in the data active = growth rescue above about 28%, passing the limit was not always enough; inconclusive = no clear call, values can overlap the other calls;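 also: yeast W303a lacking pdr1 and pdr3 grown in galactose medium; growth measured after three days at 30 °C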
BoNT-A LC inh2: inhibitors of Botulinum neurotoxin A light chain protease; multiplex microsphere protease substrate cleavage, flow cytometry; inhibition, % at 10 µM; hit rate 0.17% among 360,000; AID 588499; also: plate controls were buffer without enzyme for full effect and enzyme alone for no effect
CCHFV vOTU inh: CCHFV vOTU protease inhibition. Pep-AMC fluorescence. inhibition, % at 11.5 µM. hit rate 0.55% among 370,000; in the data active = inhibition above about 30%; also: 0% = vehicle wells with enzyme and 100% = no enzyme wells
BoNT-F LC inh: BoNT F light chain protease inhibition; hit rate 0.22% among 360,000; inhibition, % at 10 µM; Multiplex microsphere protease cleavage assay, flow cytometry; in the data active = inhibition above about 35%, passing the limit was not always enough; inconclusive = no clear call, values can overlap the other calls; also: plate controls were buffer without enzyme for full effect and enzyme alone for no effect
Y pestis TopoI: Y. pestis Topo-I inhibition via cleavage products | Y. pestis Topo-I cleavage product accumulation, plate reader | activity, % at 10 µM | hit rate 0.064% among 360,000; in the data active = activity above about 50%, passing the limit was not always enough; inconclusive = no clear call, values can overlap the other calls; also: inactives centre near 2
Starred values were filed as active, the others as inactive; ? = inconclusive; . = no result given. Rule as the data show it, unless noted: active = inhibition above about 30%; inconclusive = no clear call, values can overlap the other calls; inactive = below that. The order is random; overall some 2.3% were active at least once.

SMILES	TcdB GH inh	PrPC surface inh	FadD28 binding	Anthrax LF prot	PfHsp40 yeast	BoNT-A LC inh2	CCHFV vOTU inh	BoNT-F LC inh	Y pestis TopoI
CCN(CC)S(=O)(=O)c1cccc(C(=O)OCc2cc(=O)n3nc(C)sc3n2)c1	.	3.5	-0.2	3.1	-1.3	-1.4	12.3	-3.8	4.3
O=C(CSc1nnc(CNC(=O)c2ccccc2)o1)NCC1CCCO1 (stereo not drawn)	1.1	3.3	0.0	-2.3	0.9	-0.3	11.3	2.5	-7.4
CC(C)c1nnc(NC(=O)CCC(=O)Nc2ccc(F)cc2)s1	-0.7	-3.3	2.1	-3.9	-0.4	-0.1	0.8	5.4	6.9
CCN1CCN(CCCNC(=O)C(=O)c2c(C)[nH]c3ccccc23)CC1	-0.9	4.2	-0.6	-2.4	-1.0	0.2	10.1	-3.8	2.0
CCCCN1CCc2[nH]c(=S)[nH]c(=O)c2C1	.	-2.0	-2.0	-3.3	1.5	0.0	-10.7	-8.3	2.0
Cc1nn(CC(=O)N2CCN(C)CC2)c(=O)c2ccccc12	0.4	-3.5	-3.9	-2.5	0.1	0.4	8.1	-0.8	2.2
COCCn1c(SCC(=O)N2CCCc3ccccc32)nc2c(c1=O)SC(C)C2 (stereo not drawn)	0.2	0.6	-2.0	3.8	-0.6	0.1	17.3	-9.4	12.6
O=C(CC1C(=O)NCCN1Cc1ccccc1F)NC1CCCCCC1 (stereo not drawn)	0.8	-0.6	-0.2	7.8	-0.7	-0.6	-4.4	0.0	15.7
C[C@H](NC(=O)c1nc[nH]c1C(=O)N[C@H](C)c1ccccc1)C(=O)OCc1ccccc1	-0.2	-4.8	-5.9	1.7	0.9	-0.1	13.6	-3.7	10.7
CCC(C(=O)O)P(=O)(c1ccc(Cl)cc1)c1ccc(Cl)cc1 (stereo not drawn)	0.7	-2.3	-0.2	-5.6	-0.8	0.1	1.7	1.6	4.9
Cc1onc(-c2ccccc2Cl)c1C(=O)N1CCN(S(=O)(=O)c2ccc(F)c(F)c2)CC1	-0.2	-1.9	1.3	.	1.0	.	-1.5	.	6.0
CCOC(=O)C(Cc1ccc(O)c([N+](=O)[O-])c1)N1C(=O)c2ccccc2C1=O (stereo not drawn)	-1.6	-10.3	-1.0	-1.7	-2.1	-0.3	6.6	1.5	-3.0
O=C(Nc1ccc(S(=O)(=O)N2CCc3ccccc32)cc1)c1ccc2c(c1)OCO2	.	-1.3	-4.4	-1.1	-0.8	-1.7	-6.3	-7.9	-14.8
Cc1[nH]c(C)c(S(=O)(=O)NCc2ccc(F)cc2)c1C(=O)N1CCCC1	0.6	-3.2	0.8	2.6	0.5	2.4	-1.3	-2.4	2.1
COC(=O)Cc1ccc(NC(=S)NCc2ccccc2Cl)cc1	0.7	2.5	-4.3	-1.9	-0.5	0.1	-9.0	-1.2	1.9
COc1ccc(Br)c(C(=O)OCC(=O)Nc2cc(C)on2)c1	-1.1	4.6	0.0	-4.4	.	0.2	17.2	-2.6	1.5
O=C(Cc1cccs1)NCCS(=O)(=O)N1CCN(c2cccc(Cl)c2)CC1	1.2	4.3	-6.0	.	-0.3	.	12.6	.	9.4
COCCNC(=O)c1cc(-c2ccc(-c3ccccc3)cc2)nc2ccccc12	0.8	-6.8	-4.6	-1.7	7.8	4.7	-44.0	-3.2	35.8
CSc1ccccc1OCc1cc(C(=O)NCc2cnc(C)cn2)no1	0.3	-2.4	-2.5	0.5	0.4	2.2	5.6	3.4	19.6
O=C(Nc1ccc(Cl)cc1)Nc1nnc(SCc2ccc(Cl)cc2)s1	1.2	-0.7	-1.6	-0.1	0.1	-0.4	-10.1	1.0	-6.0

One compound at a time, as listed above. Values in the order: TcdB GH inh | PrPC surface inh | FadD28 binding | Anthrax LF prot | PfHsp40 yeast | BoNT-A LC inh2 | CCHFV vOTU inh | BoNT-F LC inh | Y pestis TopoI
Profile of Cc1[nH]c(C)c(S(=O)(=O)NCc2ccc(F)cc2)c1C(=O)N1CCCC1 → 0.6 | -3.2 | 0.8 | 2.6 | 0.5 | 2.4 | -1.3 | -2.4 | 2.1
Profile of O=C(Nc1ccc(Cl)cc1)Nc1nnc(SCc2ccc(Cl)cc2)s1 → 1.2 | -0.7 | -1.6 | -0.1 | 0.1 | -0.4 | -10.1 | 1.0 | -6.0
Profile of CCC(C(=O)O)P(=O)(c1ccc(Cl)cc1)c1ccc(Cl)cc1 (stereo not drawn) → 0.7 | -2.3 | -0.2 | -5.6 | -0.8 | 0.1 | 1.7 | 1.6 | 4.9

Six records picked at random from those above:
SMILES	TcdB GH inh	PrPC surface inh	FadD28 binding	Anthrax LF prot	PfHsp40 yeast	BoNT-A LC inh2	CCHFV vOTU inh	BoNT-F LC inh	Y pestis TopoI
O=C(Nc1ccc(S(=O)(=O)N2CCc3ccccc32)cc1)c1ccc2c(c1)OCO2	.	-1.3	-4.4	-1.1	-0.8	-1.7	-6.3	-7.9	-14.8
O=C(Cc1cccs1)NCCS(=O)(=O)N1CCN(c2cccc(Cl)c2)CC1	1.2	4.3	-6.0	.	-0.3	.	12.6	.	9.4
COCCn1c(SCC(=O)N2CCCc3ccccc32)nc2c(c1=O)SC(C)C2 (stereo not drawn)	0.2	0.6	-2.0	3.8	-0.6	0.1	17.3	-9.4	12.6
CCN1CCN(CCCNC(=O)C(=O)c2c(C)[nH]c3ccccc23)CC1	-0.9	4.2	-0.6	-2.4	-1.0	0.2	10.1	-3.8	2.0
Cc1[nH]c(C)c(S(=O)(=O)NCc2ccc(F)cc2)c1C(=O)N1CCCC1	0.6	-3.2	0.8	2.6	0.5	2.4	-1.3	-2.4	2.1
CC(C)c1nnc(NC(=O)CCC(=O)Nc2ccc(F)cc2)s1	-0.7	-3.3	2.1	-3.9	-0.4	-0.1	0.8	5.4	6.9

More entries follow.
SMILES	TcdB GH inh	PrPC surface inh	FadD28 binding	Anthrax LF prot	PfHsp40 yeast	BoNT-A LC inh2	CCHFV vOTU inh	BoNT-F LC inh	Y pestis TopoI
Nc1nc(SCC(=O)Nc2cccc(F)c2)n[nH]1	0.4	7.3	-2.0	-5.6	1.3	-0.3	0.4	-2.4	-0.7
O=C(O)COc1ccc(/C=C2\SC(=Nc3ccccc3)N(c3ccccc3)C2=O)cc1	0.5	-3.8	-0.1	-1.1	-0.2	0.1	5.1	0.3	2.8
CCN(CC)CCCNC(=O)c1cn(CC)c2ccc(S(=O)(=O)N(C)C3CCCCC3)cc2c1=O	-0.2	-5.8	0.2	-0.2	-0.5	2.8	-4.4	5.3	14.5
O=C1Nc2ccc(Br)cc2/C1=C/C(=O)c1ccc2c(c1)OCO2	0.3	1.6	-4.3	-7.0	0.8	0.0	15.4	4.6	-19.5
CC(C)OC(=O)CSc1nc(-c2ccc(F)cc2)nc2ccc(F)cc12	.	4.8	-0.4	-11.6	0.5	-0.4	7.8	-16.2	-4.3
CCN(Cc1ccccc1)C(=O)Cn1cnc2c1c(=O)n(C)c(=O)n2C	.	2.4	-4.0	2.4	0.3	?	2.6	-4.1	3.1
COc1ccc2[nH]c(C(=O)N(Cc3ccccn3)Cc3ccccn3)cc2c1	0.4	5.6	-3.3	-3.7	-1.0	0.2	-25.0	-3.6	-2.5

An excerpt of these results, as labelled records.
O=C1Nc2ccc(Br)cc2/C1=C/C(=O)c1ccc2c(c1)OCO2
- TcdB GH inh = 0.3
- PrPC surface inh = 1.6
- FadD28 binding = -4.3
- Anthrax LF prot = -7.0
- PfHsp40 yeast = 0.8
- BoNT-A LC inh2 = 0.0
- CCHFV vOTU inh = 15.4
- BoNT-F LC inh = 4.6
- Y pestis TopoI = -19.5

CC(C)OC(=O)CSc1nc(-c2ccc(F)cc2)nc2ccc(F)cc12
- TcdB GH inh = .
- PrPC surface inh = 4.8
- FadD28 binding = -0.4
- Anthrax LF prot = -11.6
- PfHsp40 yeast = 0.5
- BoNT-A LC inh2 = -0.4
- CCHFV vOTU inh = 7.8
- BoNT-F LC inh = -16.2
- Y pestis TopoI = -4.3
